TSHR antagonist – antagonists of human thyroid stimulating hormone receptor | P16473 | TSHR-expressing cells, TSH-stimulated cAMP HTRF, 2 h; hits give low values | activity change, negative = inhibition, % at 11.5 µM | 330,000 tested, 0.2% active | AID 504810;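 active means activity change below a set negative limit, meaning inhibition stronger than a set level, cut at about -70% in these data; inconclusive means activity change between two set negative limits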; further: on the % scale 0 is the no-effect control and ±100 the full control effect
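TSHR-expressing cells were treated with compounds, then stimulated with TSH at EC80 (4nM final) for 2 hours at 37 deg C. Cellular cAMP was measured by HTRF competition between lysate cAMP and cAMP-d2 for a cryptate-labelled anti-cAMP antibody.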
ELG1 DNA repair – blocks ELG1-dependent DNA repair in HEK293T cells; HEK293T ELG1-luciferase reporter, luminescence, 16 h; DNA damage induced by 5-fluorouridine; Potency, µM (titrated, usually from 46.1 µM), inactives show at the highest dose activity change, negative = inhibition, hits mostly inhibitors; 330,000 tested, 2.3% active; further: potency means the concentration at half of the fitted maximal effect; on the % scale 0 is the no-effect control and ±100 the full control effect; nearly all actives have a fitted effect of over 55% in size
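Reporter activity after DNA damage by 5-fluorouridine is monitored. Compound-treated cells incubate 16 hr at 37 °C, then ONE-Glo is added for 30 min before luminescence reading.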
Tb PFK inh – inhibitors of T. brucei phosphofructokinase; O15648; 330,000 tested, 0.17% active; T. brucei PFK, ADP-Glo luminescence; AID 485367; Potency, µM (top dose mostly 57.5 µM), without a hit: at the highest dose activity, negative = inhibition, usual class: inhibitors;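 further: potency means the concentration at half of the fitted maximal effect; 0% = uninhibited 1x PFK enzyme wells and -100% = no-enzyme wells; nearly all actives have a fitted effect of over 60% in size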
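PFK 1.25 nM, F6P 0.5 mM, ATP 0.1 mM, 0.1 M TEA pH 8.0, 5 mM MgCl2, 0.01% Tween20, 0.1% BSA; 45 min RT. ADP-Glo readout. qHTS titration up to 57 uM; curves fitted, compounds curve-classed.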
B2AR arrestin – beta2AR (human) beta-arrestin recruitment activity. beta-arrestin recruitment to beta2AR, cell-based reporter. Potency, µM (series often up to 46.1 µM), for the others: at the top dose activation, most hits filed as activators. 330,000 tested, 0.02% active. P07550;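 further: potency means the concentration at half of the fitted maximal effect; 0% = DMSO controls and full agonism = EC100 isoproterenol or metaproterenol; nearly all actives have a fitted effect of over 65% in size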
PTAP TSG101 blk – blocks PTAP/TSG101 interaction to inhibit HIV-1 budding; 340,000 tested, under 10 active; Potency, µM (series often up to 115 µM), for inactives: at the highest dose activity change, negative = inhibition, actives largely listed as inhibitors; Fluorescence polarization, FITC-PTAP peptide / Tsg101 binding; active means well fitted inhibition curve with a large enough effect in the main read-out, with a control signal flat, not every such curve was filed as active; inconclusive means small, poorly fitted or top-dose-only effect, or effect the other way, or a change in a side signal; inactive means no such curve, though single readings can be large or run the other way; further: potency means the concentration at half of the fitted maximal effect; % of control where 0% means no effect
Target sequence (Q99816 whole entry, looked up): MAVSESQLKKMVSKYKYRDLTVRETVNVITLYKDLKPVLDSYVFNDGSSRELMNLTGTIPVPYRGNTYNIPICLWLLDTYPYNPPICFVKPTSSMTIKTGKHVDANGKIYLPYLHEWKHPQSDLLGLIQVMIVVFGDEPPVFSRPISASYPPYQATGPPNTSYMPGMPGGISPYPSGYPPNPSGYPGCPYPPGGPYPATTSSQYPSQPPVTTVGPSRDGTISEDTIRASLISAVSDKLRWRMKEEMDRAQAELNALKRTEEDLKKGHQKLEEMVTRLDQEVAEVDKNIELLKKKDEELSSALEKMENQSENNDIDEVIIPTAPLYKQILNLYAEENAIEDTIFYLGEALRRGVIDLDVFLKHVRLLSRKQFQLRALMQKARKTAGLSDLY
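Compounds were pin-transferred onto Tsg101 binding domain (10 uM final) in HEPES pH 7.5 buffer, then FITC-PTAP peptide was added at 50 nM final. After 20 min at RT, polarization reported peptide displacement across a qHTS concentration series.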
TCR activator – T cell receptor activation. primary human leukocytes, anti-CD3, IL-2 HTRF, 48 h. Potency, µM (series often up to 9.22 µM), without a hit: top-dose activation of IL-2 secretion, most hits filed as activators. 330,000 tested, under 10 active; further: % of control where 0% means no effect
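Primary human leukocytes receive a-CD3 beads and test compound and are incubated 48 hr. Secreted IL-2 is then assayed by HTRF, measuring 665nm acceptor emission after 320nm excitation of the europium donor.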
Mito fusion act – inhibitors of mitochondrial division or activators of mitochondrial fusion; 320,000 tested, 0.23% active; Potency, µM (top dose mostly 46.1 µM), for inactives: at the top dose growth rescue (activation), actives largely listed as activators; AID 485298; S. cerevisiae fusion-defective mutant growth rescue, CellTiterGlo 48 h;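 further: potency means the concentration at half of the fitted maximal effect; % of control where 0% means no effect; nearly all actives have a fitted effect of over 45% in size; temperature-sensitive fusion mutants such as fzo1-1 at 37 °C on non-fermentable ethanol glycerol medium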
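S. cerevisiae fusion-defective temperature-sensitive mutants (e.g. fzo1-1, mgm1-5) grown 48 h at 37C in YPEG (ethanol/glycerol non-fermentable) medium with 23 nl compound per well; growth rescue read as CellTiterGlo luminescence.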
Eya2 phos inh – Eya2 (human) phosphatase inhibition | AID 488837 | Potency, µM (series often up to 76.9 µM), for the others: at the top dose activity, negative = inhibition, actives largely listed as inhibitors | O00167 | 330,000 tested, 0.006% active | recombinant Eya2, OMFP fluorescence dephosphorylation (OMFP is methylfluorescein phosphate); further: potency means the concentration at half of the fitted maximal effect; on the % scale 0 is the no-effect control and ±100 the full control effect
Target sequence (O00167 whole entry, looked up): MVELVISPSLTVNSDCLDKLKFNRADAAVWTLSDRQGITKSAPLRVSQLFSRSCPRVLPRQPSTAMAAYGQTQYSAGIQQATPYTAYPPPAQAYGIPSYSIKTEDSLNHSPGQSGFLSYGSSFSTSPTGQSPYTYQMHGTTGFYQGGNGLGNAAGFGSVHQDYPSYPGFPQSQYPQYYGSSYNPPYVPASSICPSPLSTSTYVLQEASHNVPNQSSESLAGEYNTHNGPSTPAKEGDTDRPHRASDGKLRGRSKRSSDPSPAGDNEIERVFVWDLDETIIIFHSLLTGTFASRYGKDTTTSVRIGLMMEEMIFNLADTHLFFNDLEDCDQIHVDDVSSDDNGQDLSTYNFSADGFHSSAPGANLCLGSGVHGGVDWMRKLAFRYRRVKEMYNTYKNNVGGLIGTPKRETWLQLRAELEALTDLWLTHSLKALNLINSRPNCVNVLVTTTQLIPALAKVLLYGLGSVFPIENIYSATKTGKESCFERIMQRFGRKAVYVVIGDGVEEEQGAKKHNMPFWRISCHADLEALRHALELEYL
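Eya2 (0.2 uM) preincubated 10 min at ambient with compound, then OMFP substrate added at 50 uM; 10 min reaction in 50 mM HEPES pH 7.5, 50 mM NaCl, 5 uM MgCl2, 0.05% BSA, 1 mM DTT. Fluorescence read at Ex 485/Em 525 nm.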
USP2a inh – inhibitors of human ubiquitin-specific protease USP2a. AID 463254. 330,000 tested, 0.01% active. O75604. Potency, µM (highest dose often 38.3 µM), without a hit: at the highest dose activity change, negative = inhibition, usual class: inhibitors. USP2 core, Ub-CHOP2 coupled fluorogenic reporter, 485/531;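 further: potency means the concentration at half of the fitted maximal effect; plate controls were DMSO wells for no effect and full inhibition by NEM control for full effect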
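Cell-free coupled assay: 10nM USP2 core preincubated 30min RT with compound in Tris-HCl pH 8.0/CaCl2/CHAPS buffer, then 25nM Ub-CHOP2 and 25nM reporter substrate; fluorescence (Ex 485/Em 531) read after 60min RT, normalized to NEM inhibition, concentration-response curves fitted.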
BCR signal inh – chronic active BCR signaling inhibition. ABC-DLBCL IkBa-CBG/CBR reporter, luminescence ratio, 4 h. Potency, µM (highest dose often 46.1 µM), for the others: at the highest dose ratio change, negative = lower green/red ratio, most hits filed as inhibitors. 340,000 tested, 0.05% active. AID 493014; active means well fitted inhibition curve with a large enough effect in the signal ratio, with a control signal flat, not every such curve was filed as active; inconclusive means small, poorly fitted or top-dose-only effect, or effect the other way, or a change in a side signal; the % refers to the signal ratio;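 further: potency means the concentration at half of the fitted maximal effect; plate controls were basal doxycycline-induced cells for no effect and cells given 10 µM MG132 for full effect; MG132 reads +100%, hits lower the ratio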
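Cell line TMD8 (human ABC DLBCL), stably expressing tet-inducible CBG68-IkBa fusion and CBR; IMDM/0.5% FBS; cpd up to 46 uM; dox induction, 4 h, 37C/5% CO2; dual luminescence; green/red ratio; MG132 control.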
uPA surface inh – inhibitors of cell surface uPA generation | cell surface uPA generation assay, qHTS | Potency, µM (titrated, usually from 38.3 µM), without a hit: top-dose activity change, negative = inhibition, usual class: inhibitors | 330,000 tested, 0.31% active; active means well fitted inhibition curve with a large enough effect; inconclusive means small, poorly fitted or top-dose-only effect; inactive means no such curve, though single readings can be large or run the other way; tested in mouse RAW 264.7 cells; further: potency means the concentration at half of the fitted maximal effect; on the % scale 0 is the no-effect control and ±100 the full control effect; nearly all actives have a fitted effect of over 55% in size
Numbers without * were called inactive; u = inconclusive; x = no result given; [ ] = remark or other dose. Unless noted, the call rests on the fitted dose curve; in most records, active means well fitted curve in the direction sought with a large enough effect; inconclusive means small, poorly fitted or top-dose-only effect, or another doubt; inactive means no such curve, though single readings can be large; an effect the other way counts as inactive or inconclusive.

SMILES	TSHR antagonist	ELG1 DNA repair	Tb PFK inh	B2AR arrestin	PTAP TSG101 blk	TCR activator	Mito fusion act	Eya2 phos inh	USP2a inh	BCR signal inh	uPA surface inh
Fc1ccc(N2CCN(Cc3cnc(Oc4ccc(Br)cc4)s3)CC2)cc1	-27	u	-1%	0.2%	-3%	-4%	0%	13%	-4%	11%	-3%
Cc1ccc(-c2cc(C(F)(F)F)n3ncc(C(=O)NCc4ccco4)c3n2)cc1	-10	u	-1%	0.2%	-1%	1%	3%	13%	1%	0%	-3%
O=C(NCCc1ccccc1)c1ccc(NC(=O)c2cccnc2)cc1	24	13%	0%	0.2%	-7%	x	0%	6%	2%	u	15%
CC(C)=CCC[C@](C)(O[C@@H]1O[C@H](CO[C@@H]2OC[C@@H](O)[C@H](O)[C@H]2O)[C@@H](O)[C@H](O)[C@H]1O)C1CC[C@]2(C)C1[C@H](O)CC1[C@@]3(C)CC[C@H](O[C@@H]4O[C@H](CO)[C@@H](O)[C@H](O)[C@H]4O)C(C)(C)C3CC[C@]12C (stereo partly specified)	6	u	0%	-0.5%	1%	-19%	x	-9%	-1%	u	-4%
CC(=O)[C@@]1(O)CC[C@H]2[C@@H]3C[C@H](C)C4=CC(=O)CC[C@]4(C)[C@H]3CC[C@@]21C	2	-1%	-1%	-2.8%	0%	-4%	5%	-6%	-1%	u	-6%
O=C(O)c1ccc2c(c1)C(=O)N(c1cccc(-c3nc4ccccc4s3)c1)C2=O	-13	u	-2%	0.6%	-4%	0%	-1%	-3%	3%	u	-4%
CCN(C(=O)COC(=O)c1cc(=O)[nH]c2ccccc12)C1CCS(=O)(=O)C1 (stereo unspecified)	28	0%	-3%	0.2%	-1%	0%	-19%	-16%	5%	-18%	1%
CCN(CC)c1ccc(S(=O)(=O)N2CCOCC2)cc1NC(=O)COC(=O)c1ccco1	-8	-3%	0%	-0.1%	-6%	1%	-11%	1%	0%	1%	-2%
CCCC(=O)C1=C(O)C(C(=O)OC)C(C)(C)CC1=NC (stereo unspecified)	-7	-4%	-2%	-0.5%	-1%	6%	2%	8%	3%	1%	-7%
CCN(CC)C(=O)CSc1nc(-c2ccccc2)ccc1C#N	-7	-12%	0%	-0.1%	-2%	-3%	-2%	-2%	0%	u	8%
Oc1ccc(-c2csc(Nc3ncccn3)n2)c(O)c1	5	u	8%	0.1%	-5%	11%	3%	-7%	-3%	u	-8%
Cc1nc2ccc(NC(=O)c3c(-c4ccccc4)noc3C)cc2s1	-7	u	-4%	-0.4%	-6%	-6%	3%	-10%[15.4 µM]	0%	3%	7%
O=C(Nc1cc(=O)[nH]c2nc(-c3ccc(Cl)cc3)nn12)c1ccccc1	-11	-2%	1%	0.1%	0%	5%	0%	-2%	2%	u	-2%
CN1CCN(C(=O)CSc2cc(=O)n(C)c3ccccc23)CC1	5	u	-5%	0.3%	-7%	5%	-3%	0%	2%	u	0%
CCC(=O)c1cc2c(C)cc(=O)oc2c(C)c1OC	-8	2%	2%	-1.4%	-2%	-3%[46.1 µM]	3%	5%	-1%	-2%	1%
CCOC(=O)C1CCN(C(=O)Cc2cccc3ccccc23)CC1	3	u	-4%	-0.7%	0%	-6%[46.1 µM]	3%	-7%	0%	0%	2%
c1ccc(CCCc2nc(-c3cccnc3)no2)cc1	-10	18%	-2%	-0.4%	-4%	1%	-2%	-7%	0%	u	2%
CCOC(=O)C1=C(O)CSC1=Nc1ccc(Cl)cc1	-3	-14%	0%	-0.3%	-1%	-2%	0%	-12%	-2%	-3%	1%
CCOC(=O)c1cc(C#N)c(N2CCCC2)nc1-c1ccccc1	-4	u	4%	-0.1%	-2%	-2%	8%	-3%	-2%	8%	6%
CCc1ccc(/C=C2/Sc3ccccc3N(CC(=O)NCCCOC)C2=O)cc1	0	u	1%	-0.1%	x	x	4%	10%	-1%	u	x
CCOC(=O)c1ccc(N2CN=C3SCC(=O)N3C2)cc1	4	u	2%	-0.1%	-7%	-1%	-2%	-2%	-2%	u	-6%
Cc1ccc(N=Cc2c(O)n(-c3cc(Cl)ccc3N3CCOCC3)c(=O)c3ccccc23)cc1C	-13	u	-1%	0.3%	0%	-1%	4%	13%	2%	-28%	-4%
N#Cc1ccc(OCC(=O)NCCc2ccccn2)cc1	25	u	-9%	0.3%	-2%	-1%	0%	14%	-4%	-12%	8%
N#CC(=C1Nc2ccccc2N1)S(=O)(=O)c1ccccc1	17	12%	-5%	-0.3%	-1%	8%	1%	4%	4%	1%	4%
Cc1cc(OCc2nc(-c3cccnc3)no2)c(C)cc1Br	60	1%	-2%	0.4%	1%	-5%	4%	9%	0%	5%	0%
Cc1ccc(Oc2ccccc2/C=C/C(=O)O)cc1	-10	12%	-2%	-0.1%	-3%	4%	16%	15%	4%	5%	-3%
CC1=C(C(=O)NC(C)c2ccc3c(c2)OCCO3)C2(CCC(C)CC2)OC1=O (stereo unspecified)	-7	-7%	0%	-0.9%	-1%	-11%[46.1 µM]	-1%	-22%	-2%	-23%	5%
Clc1ccc(-c2nnc(-c3ccco3)o2)cc1	-5	u	2%	0.3%	-8%	3%	2%	-5%	0%	u	-11%
CCOC(=O)c1nc(C)[nH]c1C(=O)OCC	8	7%	14%	0.0%	-2%	0%	-1%	-9%	3%	u	-5%
Cc1nc(SCC(=O)N2CCOCC2)c2c(=O)n(C)c(=O)n(C)c2n1	-6	1%	24µM*	-0.3%	-2%	1%	1%	-15%	12%	-5%	-3%
CCCCNC(=O)CC1SC(=NCC)N(CC)C1=O (stereo unspecified)	-2	11%	1%	0.0%	-2%	-3%	-3%	2%	2%	7%	3%
CCOC(=O)c1ccccc1NC(=O)COC(=O)CC1CCCCC1	-9	7%	1%	-0.3%	-5%	1%	4%	-11%	2%	-1%	12%
OCCn1c(C(F)(F)F)nc2ccccc21	8	4%	-23%	-0.6%	-4%	-4%[46.1 µM]	0%	1%	0%	-1%	5%
CCn1cc(S(=O)(=O)c2ccc(C)cc2)c(=O)c2cc(OC)ccc21	27	7%	4%	0.2%	-8%	14%	1%	-6%	-2%	3%	-6%
COc1cccc(CNC(=O)c2ccc(COc3ccccc3)cc2)c1	15	u	-2%	3.4%	x	1%	-1%	-4%	4%	6%	-2%
COC(=O)c1cc2sc(Cl)cc2n1Cc1nc(-c2ccccc2)oc1C	-3	2%	-6%	0.0%	2%	3%	2%	10%	u	-1%	6%
NC(=O)C1CCN(C(=O)c2ccc3c(=O)n(Cc4ccco4)c(SCc4ccc([N+](=O)[O-])cc4)nc3c2)CC1	-23	u	-3%	-0.1%	-2%	-4%	0%	6%	1%	1%	-9%
Oc1ccccc1N1CCN(c2ncccn2)CC1	-2	5%	1%	-1.4%	-6%	0%	9%	8%	0%	u	5%
O=C(CCCSc1nc2ccccc2[nH]1)NCc1ccccc1	-1	-21%	8%	3.0%	-3%	-2%[46.1 µM]	-9%	1%	0%	-1%	-1%
Cc1cc(NC(=O)c2cccnc2Cl)ccc1NC(=O)c1cc2ccccc2o1	-17	u	-1%	-0.3%	-2%	5%	-2%	-4%	-1%	u	4%
CC(C)CCn1cnc2c(cnn2-c2ccc(F)cc2)c1=O	-6	u	-2%	-0.6%	-2%	0%	-2%	2%	1%	u	-7%
CC(=O)C1=C(O)C(=O)N(c2nnn(C)n2)C1c1cccs1 (stereo unspecified)	-1	6%	1%	0.3%	-7%	3%	-2%	26%	u	0%	-1%
COCCN(C(=O)Cc1cccs1)C(C(=O)NC1CCCC1)c1cc(OC)c(OC)c(OC)c1 (stereo unspecified)	-8	u	9%	0.3%	0%	-9%	2%	1%	0%	5%	-3%
O=C(C1CCC(=O)N(C2CC2)C1)N(CCO)Cc1ccccc1 (stereo unspecified)	0	8%	0%	0.3%	-2%	-5%	-1%	7%	0%	-3%	0%
